From PubChem BioAssay
rCAG RNA binder: binders of r(CAG) RNA repeats, primary screen, biochemical, fluorescence; inhibition, % at 3 µM; r(CAG) RNA repeat, TO-PRO-1 dye displacement fluorescence; AID 651821, 2012; 1.3% of 370,000 active;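 active = inhibition above the plate cutoff, the mean of all test compounds on that plate plus 3 SD, cut at about 35% in these data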;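 also: 0% = DMSO alone and 100% = 100 µM mitoxantrone as full dye displacement; higher means more dye released from RNA so lower well fluorescence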
ARFGAP1 inh: inhibitors of rat ARFGAP1 GAP activity, primary screen, biochemical, fluorescence polarization, GDP tracer. ADP-ribosylation factor GTPase-activating protein 1 (Rattus norvegicus), Q62848. Arfgap1-stimulated ARF1 GTP hydrolysis, GDP FP detection. inhibition, % at 16.5 µM. 0.26% of 360,000 active. AID 651572, 2012;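 active = inhibition above a per-plate limit, mean inhibition of low control wells plus 3 SD, cut at about 25% in these data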;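 also: 0% = DMSO wells with enzyme and 100% = wells lacking Arfgap1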
Target sequence (Q62848 1-136 limits assumed): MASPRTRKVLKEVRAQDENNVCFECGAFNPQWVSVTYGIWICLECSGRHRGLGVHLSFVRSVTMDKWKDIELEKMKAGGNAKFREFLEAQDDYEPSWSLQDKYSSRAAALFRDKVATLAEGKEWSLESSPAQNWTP
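Material: truncated rat Arfgap1 GAP domain; Incubation: compound-enzyme preincubation 20 min, reaction 120 min, detection 60 min, 25 °C; Read-out: percent inhibition of Arfgap1-stimulated GTP hydrolysis; Technique: FP, GDP Alexa 633 tracer displaced from anti-GDP antibody, 620/688 nm; Controls: No-Arfgap1 wells (100%) versus DMSO full-reaction wells (0%); Replication: single well per compound.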
SMARCA2 activ: SMARCA2 (BRM) function activators, primary screen, cell-based, luminescence, high throughput; MG213 cells, MMTV-luciferase reporter, dexamethasone, overnight; activation, % at 9.1 µM; 1% of 370,000 active; in the data active = activation above about 7.8%;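 also: 0% = vehicle wells and 100% = reference activator wells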
ASAP1 GAP inh: inhibitors of human ASAP1 ArfGAP activity, primary screen, biochemical, fluorescence polarization; Arf-GAP with SH3 domain, ANK repeat and PH domain-containing protein 1 (Homo sapiens), …; ASAP1-stimulated ARF1 GTP hydrolysis, GDP FP detection; inhibition, % at 16.5 µM; 0.19% of 360,000 active; in the data active = inhibition above about 25%;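 also: 0% = vehicle with enzyme and substrate and 100% = no enzyme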
GC-B act: human GC-B receptor activators, primary screen, HEK293 GC-B cells, cGMP TR-FRET, EC30 CNP. 0.11% of 370,000 active. AID 1920062, 2024. activation, % at 10 µM. 0% at EC30 CNP, 100% saturating CNP;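 active = activation at 10 µM reaching about 35% in either raw or pattern-adjusted values, limit read from the data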
NR1D1 modulator: modulators of Rev-erb alpha DNA binding, primary screen, biochemical, FITC-DNA, fluorescence polarization, uHTS | Nuclear receptor subfamily 1 group D member 1 (Homo sapiens), P20393 | Rev-erbα–FITC-DNA binding, 90 min | activity, % at 10 µM | 0.79% of 370,000 active;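 active = activity above about 14%, limit read from the data; passing the limit was not always enough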;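 also: 0% = DMSO wells with 35 nM protein and 100% = DMSO wells with 750 nM protein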
Target sequence (P20393 whole entry, looked up): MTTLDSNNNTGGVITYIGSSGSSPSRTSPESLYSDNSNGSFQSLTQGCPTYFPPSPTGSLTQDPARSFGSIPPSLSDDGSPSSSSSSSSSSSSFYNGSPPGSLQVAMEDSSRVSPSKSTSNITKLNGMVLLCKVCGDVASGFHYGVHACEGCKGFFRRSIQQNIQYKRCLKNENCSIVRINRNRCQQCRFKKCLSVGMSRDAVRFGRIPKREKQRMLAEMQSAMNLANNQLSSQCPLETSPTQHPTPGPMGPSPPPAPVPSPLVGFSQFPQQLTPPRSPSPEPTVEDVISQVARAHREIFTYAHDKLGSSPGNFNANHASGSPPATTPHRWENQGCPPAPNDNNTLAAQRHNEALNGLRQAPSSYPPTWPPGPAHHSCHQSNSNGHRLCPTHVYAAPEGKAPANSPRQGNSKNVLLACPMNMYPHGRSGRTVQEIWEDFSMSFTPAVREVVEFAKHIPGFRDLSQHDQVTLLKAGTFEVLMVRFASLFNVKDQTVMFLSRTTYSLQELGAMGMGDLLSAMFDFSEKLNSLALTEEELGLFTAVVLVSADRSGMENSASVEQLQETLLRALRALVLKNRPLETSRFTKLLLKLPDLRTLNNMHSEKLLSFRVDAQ
HTRA1 inhibitor: HTRA1 serine protease inhibitors, primary screen, biochemical, fluorescence polarization, HTS | recombinant HTRA1, FP-rhodamine activity-based probe | AID 504803, 2011 | 0.5% of 340,000 active | inhibition, % at 5.96 µM | Q92743; in the data active = inhibition above about 36%;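 also: 0% = enzyme with DMSO and 100% = wells lacking enzyme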
mABHD4 FP: ABHD4 inhibitors, primary screen, biochemical, fluorescence polarization, mouse. purified mABHD4, FP-Rh probe fluorescence polarization. inhibition, % at 8.92 µM. 0.54% of 370,000 active. AID 720543, 2013;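 active = inhibition exceeding the mean over every tested compound plus 3 SD, cut at about 30% in these data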;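 also: 0% = plate median of compound wells and 100% = S159A mutant with DMSO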
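system = mouse ABHD4 enzyme, wild type | medium = HEPES pH 7.0, NaCl, Pluronic buffer | also added = FP-Rh probe | incubation = Enzyme–compound pre-incubation 45 min, then probe 60 min, both 25 °C | technique = fluorescence polarization, excitation 525 nm, emission 598 nm, BODIPY TMR filters | controls = S159A mutant high control, sample median low control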
NPR1 activator: GC-A stimulated cGMP production enhancers – HEK293 GC-A cells, cGMP TR-FRET, EC30 ANP, primary screen; activation, % at 10 µM; 0% at EC30 ANP, 100% saturating ANP; 0.14% of 370,000 active; Atrial natriuretic peptide receptor 1 (Homo sapiens), P16066; in the data active = activation above about 40%
PG9 Ab binder: binders of HIV-1 gp120 antibody PG9, primary screen, biochemical, TR-FRET | AID 624416, 2012 | TR-FRET gp120-PG9 antibody binding | 0.43% of 360,000 active | inhibition, % at 6.7 µM; in the data active = inhibition above about 8.5%
Active calls of the source: *; . = no result given; & = joins results of further samples.

molecule	HTRA1 inhibitor	rCAG RNA binder	PG9 Ab binder	NPR1 activator	ARFGAP1 inh	GC-B act	ASAP1 GAP inh	NR1D1 modulator	mABHD4 FP	SMARCA2 activ
COc1ccc(NC(=S)N2CCC(NC(=O)c3cccc(C)c3)CC2)cc1	3	4	0.7	-2	-6	-5	-6	2	4	-4
O=C(OCc1cc(=O)n2ccsc2n1)c1ccccc1NCCO	6	12	1.2	1	-5	-2	11	-10	12	2
COCCNS(=O)(=O)c1ccc(F)c(OC)c1	0	1	-2.7	4	-2	5	-1	-4	4	14*
O=C(Nc1nccs1)C1CC(=O)N(c2ccccc2)C1 (centres undefined)	-6	-1	0.6	-1	-2	5	-3	-2	3	-3
COc1ccc(NC(=O)C2CCCCN2CC(=O)OCc2ccccc2)cc1OC (centres undefined)	1	-7	-0.5	-1	-1	-7	0	-2	-2	0
O=C(NCc1ccco1)C1CCCN1C(=O)Nc1ccc(Br)cc1 (centres undefined)	5	3	2.5	-1	2	-2	-3	1	7	-5
CCOc1ccc(NC(=O)CN2CCN(CC(=O)Nc3ccc(Cl)c(C(F)(F)F)c3)CC2)cc1	-21	-2	3.5	1	-5	-8	4	4	-13	-6
Cc1cc(NC(=O)CSc2nc3c(c(=O)n2-c2ccc(Br)cc2)SCC3)no1	-11	3	1.0	-3	8	-1	-7	-2	-6	0
N#CC1=C(N)Oc2n[nH]c(-c3ccccn3)c2C1c1c(F)cccc1Cl (centres undefined)	17	10	3.1	-22	14	8	7	2	-29	1
CCOCCCNS(=O)(=O)c1ccc(OC)c(Cl)c1Cl	6	-1	-3.5	-1	1	5	6	5	-5	1
CC(=O)N(Cc1ccccc1)c1c(N)nc(N)[nH]c1=O	1	-1	-1.1	3	-7	5	-6	2	1	-2
O=C(COC(=O)c1ccccc1O)NC(=O)c1ccc(OC(F)F)cc1	-3	-1	2.1	7	-8	3	-10	-1	6	-2
COc1cc(/C(C)=N/NC(=O)c2cccc(S(=O)(=O)N3CCCC3)c2)cc(OC)c1OC	-3	3	-1.4	0	0	-2	-3	0	-6	-2
Cc1cc(C(=O)NNC(=O)/C=C/c2ccccc2Cl)c(C)o1	-1	1	-0.3	1	4	2	7	-2	-5	3
CC(=O)NC1C(OCc2ccccc2)OC2COC(c3ccccc3)OC2C1OCC(=O)O (centres undefined)	3	0	3.1	-2	2	1	4	0	4	-1
COc1cc2c(=O)n(CC3CCCO3)c(=O)n(CC(=O)Nc3ccc(F)cc3F)c2cc1OC (centres undefined)	3	3	-0.1	0	3	-3	-5	1	1	-1
CSc1ccc(S(=O)(=O)NCc2ccc(Cl)cc2Cl)cc1	-40	4	-1.9	-3	8	-1	20	7	-10	-1
COc1cc2ccc3c(CCN(C)C)cc(OC)c(OC)c3c2cc1OC	6	-3	1.3	2	-1	5	11	8	5	-2
CCOC(=O)CCC(NC(=O)c1ccc(Nc2nc3ccccc3nc2C(=O)OCC)cc1)C(=O)OCC (centres undefined)	3	5	-0.8	-1	-25	8	-9	2	4	-1
OCCNc1cc(Cl)ncn1	3	0	3.9	1	3	-2	6	0	4	-2
CCCCC[C@H](C)N1C[C@H](COCc2ccccc2)Oc2cc(N3CC[C@@H](O)C3)ccc2S1(=O)=O	.	5	-1.0	-2	13	-1	10	6	-14	-2
O=C(NCCN1CCN(C(=O)c2ccc([N+](=O)[O-])cc2)CC1)C(=O)Nc1ccc(F)cc1	0	-5	-0.5	5	-9	2	-2	4	3	-1
COCCNc1nnc(SCC(=O)NNC(=O)c2ccc([N+](=O)[O-])cc2)s1	3	5	-1.9	0	-10	4	-13	-4	2	-1
CCOC(=O)C1=CN(C)C=C(C(=O)OCC)C1c1ccsc1	-1	-5	1.4	-5	-9	-1	7	-2	0	-3
O=c1cc(CO)occ1OCc1c(F)cccc1Cl	7	-1	-0.8	-2	-4	5	4	2	2	1
NS(=O)(=O)c1cc2c(cc1Cl)NC(C(Cl)Cl)NS2(=O)=O (centres undefined)	4	8	-1.0	4	0	-2	5	-4&-7	5	-3
C[C@@]12CCC3[C@@](CCC4[C@@]3(C)CCC[C@@]4(C)C(=O)N3CCOCC3)(CC1=O)C2 (some centres undefined)	-2	-10	1.3	2	12	2	11	5	0	1
COc1cc(N2C(=O)CSC23C(=O)Nc2ccccc23)cc(OC)c1OC (centres undefined)	-7	-2	0.7	-4	-4	-8	-2	3	3	-5
O=C(CSc1nc2ccccc2o1)Nc1nc2ccc(Br)cc2s1	-13	4	1.2	-4	-6	3	1	4	-2	1
NN(Cc1ccccc1)C(=S)Nc1ccc(Cl)c(Cl)c1	-24	3	1.2	2	5	0	11	5	-8	-2
COc1cc(OC)cc(-c2nnc(SCc3cccnc3)o2)c1	-13	-7	0.7	0	0	-4	2	4	-4	2
Cc1cccc(C)c1NC(=O)CNCC(=O)N(C)C	-2	1	-2.9	0	1	3	5	0	-9	-5
CC(C)COc1ccc(-c2nn(-c3ccccc3)cc2/C=C2/SC(=S)N(CC(=O)O)C2=O)cc1	-20	20	-0.7	-13	2	1	-4	-5	-19	-2
CC(=O)c1c(C)[nH]c(C(=O)OCc2nnc(-c3ccccc3)o2)c1C	-8	-7	-0.3	-1	-4	-9	9	-6	1	-2
O=C(CSc1ncn[nH]1)NCCc1ccc(Cl)cc1	-3	0	-0.8	-1	6	2	2	0	4	-3
Cc1nn(CC(=O)NCCCN2CCC(Cc3ccccc3)CC2)c(=O)c2cc(-c3ccccc3)nn12	5	2	0.5	-2	-3	-13	1	0	-9	2
CCOC(=O)c1ccc(NC(=O)c2ccc(NC(=O)C3CCCO3)cc2)cc1 (centres undefined)	-11	-3	-0.5	5	0	2	-7	6	-8	-2
NS(=O)(=O)c1ccc(NC(=O)CSc2nc3ccccc3c(=O)n2-c2ccc(Br)cc2)cc1	.	23	.	-1	.	0	.	12	-34	-1
CC1(C)Cc2c(c(N3CCOCC3)nc3sc(C(=O)Nc4cccc(Cl)c4)c(N)c23)CO1	-6	10	1.6	18	-12	-1	-5	1	1	2
COc1ccc(-c2coc3cc4oc(=O)cc(-c5ccccc5)c4cc23)cc1F	-6	6	1.3	-5	1	2	6	-3	9	-2
O=C(NCC(c1ccco1)N1CCN(c2ccc(F)cc2)CC1)c1ccc2c(c1)OCO2 (centres undefined)	-2	-6	1.7	-1	1	-2	6	2	-1	0
O=C(NCC1c2ccccc2CCN1C(=O)CN1CCOCC1)C1CCCCC1 (centres undefined)	0	4	-1.7	-4	-2	-1	1	3	2	2

Grouped by structure: those above with a Cl atom (eleven)
molecule	HTRA1 inhibitor	rCAG RNA binder	PG9 Ab binder	NPR1 activator	ARFGAP1 inh	GC-B act	ASAP1 GAP inh	NR1D1 modulator	mABHD4 FP	SMARCA2 activ
CCOc1ccc(NC(=O)CN2CCN(CC(=O)Nc3ccc(Cl)c(C(F)(F)F)c3)CC2)cc1	-21	-2	3.5	1	-5	-8	4	4	-13	-6
N#CC1=C(N)Oc2n[nH]c(-c3ccccn3)c2C1c1c(F)cccc1Cl (centres undefined)	17	10	3.1	-22	14	8	7	2	-29	1
CCOCCCNS(=O)(=O)c1ccc(OC)c(Cl)c1Cl	6	-1	-3.5	-1	1	5	6	5	-5	1
Cc1cc(C(=O)NNC(=O)/C=C/c2ccccc2Cl)c(C)o1	-1	1	-0.3	1	4	2	7	-2	-5	3
CSc1ccc(S(=O)(=O)NCc2ccc(Cl)cc2Cl)cc1	-40	4	-1.9	-3	8	-1	20	7	-10	-1
OCCNc1cc(Cl)ncn1	3	0	3.9	1	3	-2	6	0	4	-2
O=c1cc(CO)occ1OCc1c(F)cccc1Cl	7	-1	-0.8	-2	-4	5	4	2	2	1
NS(=O)(=O)c1cc2c(cc1Cl)NC(C(Cl)Cl)NS2(=O)=O (centres undefined)	4	8	-1.0	4	0	-2	5	-4&-7	5	-3
NN(Cc1ccccc1)C(=S)Nc1ccc(Cl)c(Cl)c1	-24	3	1.2	2	5	0	11	5	-8	-2
O=C(CSc1ncn[nH]1)NCCc1ccc(Cl)cc1	-3	0	-0.8	-1	6	2	2	0	4	-3
CC1(C)Cc2c(c(N3CCOCC3)nc3sc(C(=O)Nc4cccc(Cl)c4)c(N)c23)CO1	-6	10	1.6	18	-12	-1	-5	1	1	2
